RBX1-CUL1 inh: blocks human RBX1-Cullin-1 di-ubiquitin formation | P62877+Q13616 | inhibition, % at 10 µM | AID 1347404 | in vitro K48 di-Ub FRET, acceptor:donor ratio, 45 min | actives 0.6% (n = 140,000); in the data active = inhibition above about 25%
Target sequence (P62877 whole entry, looked up): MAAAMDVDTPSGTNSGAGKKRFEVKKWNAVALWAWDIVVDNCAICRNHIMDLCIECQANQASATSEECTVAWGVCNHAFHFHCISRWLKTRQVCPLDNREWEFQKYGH
Target sequence (Q13616 whole entry, looked up): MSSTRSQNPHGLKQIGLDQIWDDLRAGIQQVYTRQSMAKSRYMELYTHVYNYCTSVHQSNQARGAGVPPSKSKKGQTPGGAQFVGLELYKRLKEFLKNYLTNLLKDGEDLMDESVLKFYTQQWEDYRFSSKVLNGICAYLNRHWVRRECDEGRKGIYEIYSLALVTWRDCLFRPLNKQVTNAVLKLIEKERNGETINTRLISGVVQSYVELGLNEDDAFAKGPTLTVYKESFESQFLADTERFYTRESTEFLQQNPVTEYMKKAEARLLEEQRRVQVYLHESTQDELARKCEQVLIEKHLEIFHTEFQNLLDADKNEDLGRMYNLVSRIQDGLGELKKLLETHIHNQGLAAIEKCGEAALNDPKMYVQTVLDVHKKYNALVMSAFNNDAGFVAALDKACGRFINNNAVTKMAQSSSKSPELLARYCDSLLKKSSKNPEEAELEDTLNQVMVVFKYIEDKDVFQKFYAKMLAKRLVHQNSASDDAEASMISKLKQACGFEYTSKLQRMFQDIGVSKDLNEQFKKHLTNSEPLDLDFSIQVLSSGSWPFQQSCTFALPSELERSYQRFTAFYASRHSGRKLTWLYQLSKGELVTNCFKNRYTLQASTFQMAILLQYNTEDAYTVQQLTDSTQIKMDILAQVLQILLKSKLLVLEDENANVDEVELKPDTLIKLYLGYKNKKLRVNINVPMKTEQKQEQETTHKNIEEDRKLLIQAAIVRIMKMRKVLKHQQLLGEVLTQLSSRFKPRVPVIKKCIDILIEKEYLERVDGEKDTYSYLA
Starred values were filed as active, the others as inactive; & = joins results of further samples.

SMILES	RBX1-CUL1 inh
CCOc1ccc(S(=O)(=O)N2Cc3ccccc3CC2C(=O)Nc2ccc(NC(C)=O)cc2)cc1 (stereo unspecified)	0
Cc1[nH][nH]c(=O)c1C(c1cccc(OCc2ccc(Cl)cc2Cl)c1)c1c(C)[nH][nH]c1=O	3
O=C(N/N=C\c1ccccc1)c1cccc(C(=O)N/N=C\c2ccccc2)n1	1
Cn1c(COc2ccccc2)nnc1SCC(=O)Nc1ccc(C(=O)O)cc1	2
CN(C)Cc1ccccc1OCc1ccccc1	-3
COc1ccc(NC(=O)c2c(C)oc3ccc(O)c(CN4CCCC(C)C4)c23)cc1 (stereo unspecified)	-7
O=C(CN1Cc2ccccc2OC(c2ccsc2)C1)N1CCCC1c1nc2ccc(F)cc2[nH]1 (stereo unspecified)	-1
CC1(C)CC(=O)C2=C(C1)OC1=C(C(=O)CC(C)(C)C1)C21C(=O)Nc2ccccc21	3
CCn1c(SCC(=O)N/N=C/c2c[nH]c3ccccc23)nnc1-c1ccc(OC)cc1	-1
CCc1cc2c(=O)[nH]c(Cc3ccccc3)nc2s1	-2
COc1cc(OC)c(NC(=O)c2c(C)nn(-c3ccc(C)cc3)c2-n2cccc2)cc1Cl	3
CC1CCN(CC(=O)Nc2ccc(Cl)cc2F)CC1	-3
Cc1cc(C)cc(Oc2c(C(F)(F)F)oc3c(CN4CCCC(C)C4)c(O)ccc3c2=O)c1 (stereo unspecified)	8
COc1cc(NC(=O)C/C(C)=N/NC(=O)c2ccco2)c(OC)cc1Cl	-4
O=C(N/N=C/c1ccc(Br)cc1)c1n[nH]c2c1CCCC2	-6
Clc1ccc(-c2nnc(-c3ccccc3)c(N3CCCC3)n2)cc1	7
Clc1ccc2[nH]cc(-c3nnnn3-c3ccc4ccccc4c3)c2c1	10
COc1cccc(NC(=O)Cn2c(=O)n(Cc3nc(-c4ccccc4)no3)c(=O)c3ccccc32)c1	-10
CCN(CC)C(=O)Cn1c(SCC(=O)Nc2ccc(C)c(C)c2)nc2ccccc21	1
O=S(=O)(c1ccc2nc(Nc3ccc(Br)cc3F)ccc2c1)N1CCCCC1	-4
CC(=O)c1cccc(NC(=O)CSc2nnc(-c3ccc(Cl)cc3)o2)c1	-3
COc1ccc(N(CC(=O)Nc2ccc(S(=O)(=O)Nc3ccc(Br)cc3)cc2)S(C)(=O)=O)c(OC)c1	5
CCC1CN(CCC(=O)NCCCn2ncc3ccccc32)Cc2cc(OC)ccc2O1 (stereo unspecified)	12
CSc1nc(Oc2ccc(Cl)cc2)cc(-n2ncc(C#N)c2N)n1	-9
CCN(CC)CCN1C(=O)C(=O)C(C(=O)c2ccc(Cl)cc2)C1c1ccc(C)cc1 (stereo unspecified)	-6

(more compounds)
SMILES	RBX1-CUL1 inh
O=c1c2sc3ccccc3c2n(Cc2ccccc2Cl)c(=O)n1Cc1ccccc1	-17
CCN1C(=O)C2(OCCO2)c2ccccc21	0
CCOC(=O)C1CCCN(C2CC(=O)N(c3cccc(Cl)c3)C2=O)C1 (stereo unspecified)	5
COc1cc2c(cc1OC)CN(S(=O)(=O)c1ccc(Cl)s1)CC2	3
Cc1ccc2c(c1)c1c(n2CC(O)CN2CCOCC2)CCCC1 (stereo unspecified)	9
COc1cc(OC)cc(C(=O)Nc2ccc3oc(-c4ccccc4Br)nc3c2)c1	1
Cc1cc2c(cc1C)-c1c(sn(-c3cccc4ccccc34)c1=S)C(C)(C)N2	-12
Cc1ccc2c(c1)nc(SCC(O)c1ccc(Br)cc1)n2C (stereo unspecified)	-4
CCCOc1c(Cl)cc(/C=C2\N=C(c3ccc(OC)cc3)OC2=O)cc1OCC	10
CSc1cccc(NC(=O)c2ccco2)c1	-11
O=C(CSc1ncc(-c2ccc(Cl)cc2)[nH]1)Nc1ccccc1F	-10
COc1cccc(NC(=O)c2c(Cl)nc(C)c(Cl)c2C)c1	0
COc1ccccc1-n1c(SCC(=O)Nc2c(C)cccc2C)nnc1-c1ccccc1O	6
COc1cc(C2C(C(=O)Nc3ccccc3C)C(C)=Nc3nnnn32)ccc1OCc1ccccc1 (stereo unspecified)	0
CCc1nnc(SCc2nc(-c3ccccc3F)oc2C)c2cc3sccc3n12	2
Cc1ccc(NC(=O)CCC2CCCC2)cc1O	-1
CCOCCOC(=O)C(C)Oc1ccc(Oc2ncc(Cl)cc2Cl)cc1 (stereo unspecified)	6
c1ccc(-c2n[nH]c3c2CN(Cc2nc4c(s2)CCCC4)CC3)cc1	-2
CCOC(=O)c1c(C)oc2nc(C)nc(NCCc3ccc(OCC)cc3)c12	-2
O=C(CN1C(=O)c2ccccc2C1=O)Nc1ccccc1-c1ccccc1	9
CN(C(=O)C1=CC(=O)CC(C)(C)O1)C1CCCN(CCc2ccccc2)C1 (stereo unspecified)	5
CCOC(=O)C1(C/C=C/c2ccccc2)CCCN(CC)C1 (stereo unspecified)	3
CCCCNc1ncnc2c1oc1ccccc12	-7
O=C(Nc1ccc2c(c1)CN(Cc1ccoc1)CC2)C1CCCO1 (stereo unspecified)	-10
CC(=O)c1cccc(-n2c(=O)c3c4c(sc3n(Cc3cccc(C)c3)c2=O)CN(C(C)=O)CC4)c1	8

Brought forward from above: 2 compounds, then new ones.
SMILES	RBX1-CUL1 inh
O=C(Nc1ccc2c(c1)CN(Cc1ccoc1)CC2)C1CCCO1 (stereo unspecified)	-10
CC(=O)c1cccc(-n2c(=O)c3c4c(sc3n(Cc3cccc(C)c3)c2=O)CN(C(C)=O)CC4)c1	8
CN(C(=O)c1cnc(N2CCOCC2)c2ccccc12)c1ccccc1F	-1
CC(C)(C)c1cc(-c2ccccc2)n[nH]1	-4
Cc1ccc(OCC(=O)Nc2sc(C)c(-c3ccc(C(C)C)cc3)c2C(N)=O)cc1C	-11
O=NC(C(=O)c1ccccc1)=C(O)c1ccccc1	9
O=C(Cn1ncc2c(Cl)cccc21)NCc1cccc(F)c1	-5
CCOc1c(Cl)cc(CNCC2CCCO2)cc1OC (stereo unspecified)	1
CC1(C)CC(=O)C2=C(C1)OC(=N)C(C#N)C2c1ccc(OC(F)F)cc1 (stereo unspecified)	7
O=C(CSc1ncc2c(n1)-c1ccccc1N(Cc1ccc(Cl)cc1)S2(=O)=O)c1ccc(Cl)cc1	-7
CN1C(=O)C2N=CC(=O)NC2=NC1=S (stereo unspecified)	2
C=CCc1cc(/C=C2\SC(=O)N(Cc3ccc(C)cc3)C2=O)cc(OC)c1OC	-5
COc1ccc(NC(=O)C(C)n2nc(-c3ccc(C)c(C)c3)ccc2=O)cc1OC (stereo unspecified)	-3
COc1ccccc1CCN1CCC(CN(C)C(=O)C2(C(N)=O)CC2)CC1	4
O=S(=O)(N=C(Nc1ccccc1F)C(Cl)(Cl)Cl)c1ccccc1	-2
CCS(=O)(=O)Nc1cccc(C)c1C	-1
O=C(Nc1cc2c(cc1Br)OCCCO2)c1ccccc1	0
CC(C)(C)c1ccc(S(=O)(=O)NCCSc2nc3ccccc3c(=O)n2-c2ccccc2)cc1	6
CC(O)c1nc2ccccc2n1CCc1ccccc1 (stereo unspecified)	16
O=C(CSc1nnc(CNc2ccc(I)cc2)n1-c1ccccc1)N/N=C/c1ccccc1O	2
CCCCN(CCCC)NC(=O)c1ccccc1	-7
Cc1ccc(C(=O)Nc2cccc3c2CCCC3)cc1	2
COc1cccc(-c2cnnc(N(C)Cc3ccc(OC)c4ncccc34)n2)c1	11
CN(C)C(=O)C(F)c1ccccc1 (stereo unspecified)	-6
CC(=O)N1CCCc2cc(S(=O)(=O)NCc3cccc(C)c3)ccc21	0
CC1([N+](=O)[O-])COCN(Cc2ccccc2)C1 (stereo unspecified)	-1
CCOC(=O)Cc1ccc(NC(=O)N2CCc3c(sc4c3CCCC4)C2c2ccc(F)cc2)cc1 (stereo unspecified)	12

Arranged by length of the SMILES (high to low): some entries from above.
SMILES	RBX1-CUL1 inh
Cc1ccc(OCC(=O)Nc2sc(C)c(-c3ccc(C(C)C)cc3)c2C(N)=O)cc1C	-11
C=CCc1cc(/C=C2\SC(=O)N(Cc3ccc(C)cc3)C2=O)cc(OC)c1OC	-5
O=C(Cn1ncc2c(Cl)cccc21)NCc1cccc(F)c1	-5
O=C(Nc1cc2c(cc1Br)OCCCO2)c1ccccc1	0
CN1C(=O)C2N=CC(=O)NC2=NC1=S (stereo unspecified)	2
CCCCN(CCCC)NC(=O)c1ccccc1	-7

Additional compounds:
SMILES	RBX1-CUL1 inh
Cn1cc(C(=O)N2CCN(c3ccccc3)CC2)c(=O)c2cc(S(=O)(=O)N3CCCC3)ccc21	-4
CCOC(=O)c1ccccc1NC(=O)/C=C/c1ccc(Br)cc1	-4
COc1ccc(Cl)cc1-c1nc(-c2ccc(NC(=O)c3ccccn3)cc2)no1	-4
CCC(Sc1ncnc2sc3c(c12)CCCC3)C(=O)OC(C)C (stereo unspecified)	5
COc1cc(-c2ccc(C)s2)cc2c1OCCN(Cc1ccc(F)cc1F)C2	3
CC(C)CC(=O)NC(=S)Nc1ccc(Br)c2ccccc12	-4
O=C(NCCCN1CCN(c2cccc(Cl)c2)CC1)c1cnn(-c2ccc(F)cc2)c1-n1cccc1	-4
COc1ccc(C2CC(=O)N(CC(=O)Nc3ccc(C(C)=O)cc3)c3ccccc3S2)cc1OC (stereo unspecified)	0
CN1C(=O)c2cccc3c(S(=O)(=O)Nc4cccc(C(=O)O)c4)ccc1c23	-3
CCOc1cc(/C=C2\N=C(c3ccc(OC)cc3)OC2=O)cc(Br)c1OCC(=O)OC	3
CC(C)CN1CCC(CNC(=O)c2cc(NC(=O)C3CCCO3)c3c(c2)nc(C2CCC2)n3C)CC1 (stereo unspecified)	2
O=C(CCn1cncn1)NCc1cccnc1Oc1cccc(C(F)(F)F)c1	0
COc1ccc(Nc2nnc(NCc3ccccc3)nn2)cc1	2
CCC(C(=O)Nc1cc(F)ccc1F)n1nc(C)c2c(C)n(-c3ccc(C)cc3)nc2c1=O (stereo unspecified)	-6
CCNS(=O)(=O)c1cccnc1N1CCN(C(C)C)CC1	-6
COc1ccc(-n2c(COc3ccc(Cl)cc3Cl)n[nH]c2=S)cc1	4
COC(=O)C1=C(CSc2nc3c(cc2C#N)CN(C)CC3)OC(=N)C(C#N)C1c1ccccc1F (stereo unspecified)	4
CCOC(=O)c1c(C)nc2sc(C(=O)Nc3ccc(OC)cc3)c(N)c2c1-c1ccc(OC)cc1	-1
COC(=O)CN1CCN(Cc2c(Cl)cccc2Cl)CC1	2
Cc1nc(NCCc2ccc3c(c2)OCO3)c2c3c(sc2n1)CCC3	-4
Cc1ccc(-n2c3nc(=O)n(C)c(=O)c-3cc3c(Cl)cccc32)c(C)c1	-5
CN1CCCn2c1nc1c2c(=O)n(Cc2ccccc2F)c(=O)n1C	7
Cc1ccc(S(=O)(=O)Cc2ccc(Cl)cc2)cc1	6
O=C(N/N=C/c1ccc2ccccc2c1)c1cccc([N+](=O)[O-])c1	3
COc1ccc(/C=C/c2ccc(OC)c3ccccc23)cc1	0

Arranged by value in RBX1-CUL1 inh (lowest first): some entries from above.
SMILES	RBX1-CUL1 inh
CCCCNc1ncnc2c1oc1ccccc12	-7
CCC(C(=O)Nc1cc(F)ccc1F)n1nc(C)c2c(C)n(-c3ccc(C)cc3)nc2c1=O (stereo unspecified)	-6
O=C(Cn1ncc2c(Cl)cccc21)NCc1cccc(F)c1	-5
CCOC(=O)c1ccccc1NC(=O)/C=C/c1ccc(Br)cc1	-4
CCOC(=O)c1c(C)nc2sc(C(=O)Nc3ccc(OC)cc3)c(N)c2c1-c1ccc(OC)cc1	-1
COc1cccc(NC(=O)c2c(Cl)nc(C)c(Cl)c2C)c1	0
CCOCCOC(=O)C(C)Oc1ccc(Oc2ncc(Cl)cc2Cl)cc1 (stereo unspecified)	6

The listing continues:
SMILES	RBX1-CUL1 inh
CC1=C(C)C(=O)c2c(c(Cl)c3ccccc3c2Cl)C1=O	2
COc1ccc(CCNC(=O)COc2ccc(S(=O)(=O)NC3CCCC3)cc2)cc1OC	-7
O=C(O)c1ccc(NCc2nc3ccccc3n2CCOc2ccccc2Cl)cc1	2&10
CC(=O)Oc1cc(C)cc2oc(=O)cc(-c3ccccc3)c12	-10
Cc1cnc(CNC(=O)Nc2nnc(-c3cccs3)s2)[nH]1	-2
CCc1nc(SCC2=Nc3ccc(F)cc3C(=O)C2)n[nH]1	-11
CC(/C=C/C(=O)c1ccc(C)cc1)=C\c1ccccc1	1
COC(=O)c1ccc(CN2CCc3onc(-c4cccc(OC)c4)c3C2)cc1	9
COc1cc(C2c3c(-c4ccccc4O)n[nH]c3C(=O)N2CCO)ccc1OCC(C)C (stereo unspecified)	-6
COc1ccccc1CN1CCCC1C(=O)Nc1ccccc1Oc1cccnc1 (stereo unspecified)	3
CCn1c2ccccc2c2cc(C3C4CCCC=C4C(C#N)C(=N)C3(C#N)C#N)ccc21 (stereo unspecified)	3
COc1ccc(S(=O)(=O)Nc2ccc(NC(C)=O)cc2)cc1	12
O=C(Nc1ccc(N2CCN(C(=O)c3cccs3)CC2)cc1)c1cccc(Cl)c1Cl	0
COc1cccc(C(=O)Nc2nnc(S(=O)(=O)N3CCCc4ccccc43)s2)c1	2
CN1C(=O)C(C(c2ccc(C(F)(F)F)cc2)C2C(=O)N(C)C(=S)N(C)C2=O)C(=O)N(C)C1=S	-2
CCCOc1ccc([C@@H]2[C@H]3CCCC=C3C(C#N)C(=N)C2(C#N)C#N)cc1OCC (stereo partly specified)	2
O=C1c2[nH]nc(-c3ccccc3O)c2C(c2ccc(F)cc2)N1CCO (stereo unspecified)	-1
O=C(CCCN1C(=O)c2ccccc2C1=O)Nc1cccc(Cl)c1Cl	-2
O=C(Nc1ccc(I)cc1)c1cc(F)c(Cl)nc1Cl	2
CCCCN1C(=O)/C(=C\c2cccc(OC)c2O)C(=O)N(CCc2ccccc2)C1=O	4
COc1ccc(C)cc1NC(=O)CN1CCN(CC(=O)Nc2ccccc2F)CC1	-6
CN(CC1CCN(CCc2cccc(C(F)(F)F)c2)CC1)C(=O)C1CNC(=O)C1 (stereo unspecified)	1
CC1(c2ccc(Cl)cc2)CC(C)(C)N(C(=O)CSC2=NCCS2)c2ccccc21 (stereo unspecified)	-3
COc1ccc(CCNC(=O)c2cc(C)nc3c2c(C)nn3-c2ccccc2)cc1OC	-4
Cc1ncc(CN2CCCC(C(=O)Nc3ccc(-c4cscn4)cc3)C2)n1C (stereo unspecified)	5
C=CCSc1nc2sc3c(c2c(=O)n1-c1ccc(C)cc1)CCCC3	-7

Screening data as filed in PubChem.

The list is partial (hit frequency here may not be typical).
